Jurkat NFkB inh = inhibitors of the PMA/ionomycin-induced NF-kB reporter in Jurkat cells. inhibition, % at 4 µM. PMA/ionomycin-induced NF-kB luciferase reporter, luminescence. 330,000 compounds, 0.53% hits. AID 435003; in the data active = inhibition above about 50%
UPR CHOP act = activators of apoptotic arm of unfolded protein response (CHOP); CHO-CHOP luciferase reporter, UPR activation, luminescence; percent of tunicamycin response over DMSO baseline; AID 449763; activation, % at 10 µM; 330,000 compounds, 0.34% hits;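 active = at 10 µM dose, activation of 40% or more, normalized to positive control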;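 also: 100% = tunicamycin at 10 µg/mL and 0% = DMSO alone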
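System: CHO CHOP reporter cells. Amount: 500 cells per well. Buffer or medium: F12 medium, 10% FBS. Compound dosing: one dose, 10 µM in 0.5% DMSO. Incubation: 6 h compound exposure at 37 °C after overnight seeding. Technique: Steady-Glo luciferase luminescence. Benchmarks: tunicamycin and DMSO controls.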
CCR6 antag = CCR6 (human) receptor antagonism; 340,000 compounds, 0.49% hits; inhibition, % at 20 µM; CHO-K1 CCR6 PathHunter beta-arrestin, luminescence, CCL20-stimulated; AID 493098;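 active = compounds whose inhibition of the agonist-driven luminescence signal at 20 µM reaches about 50%, limit read from the data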;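 also: cells stimulated with CCL20 at 14 nM final; plate controls were DMSO with CCL20 for no effect and DMSO without agonist for full effect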
Target sequence (P51684 whole entry, looked up): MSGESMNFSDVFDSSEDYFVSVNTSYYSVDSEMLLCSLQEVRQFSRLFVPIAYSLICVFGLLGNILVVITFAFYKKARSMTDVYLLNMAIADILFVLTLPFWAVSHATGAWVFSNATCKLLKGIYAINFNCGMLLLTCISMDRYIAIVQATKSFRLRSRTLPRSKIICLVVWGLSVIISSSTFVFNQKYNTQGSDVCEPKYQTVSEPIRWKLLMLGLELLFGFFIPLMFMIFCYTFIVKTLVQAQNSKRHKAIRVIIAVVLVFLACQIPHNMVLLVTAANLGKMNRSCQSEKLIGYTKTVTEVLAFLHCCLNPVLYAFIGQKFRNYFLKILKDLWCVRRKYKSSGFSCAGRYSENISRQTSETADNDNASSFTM
Gli-Sufu block = antagonists of Gli-Sufu signaling; 340,000 compounds, 0.74% hits; AID 588413; Sufu-KO-LIGHT fibroblasts, Gli luciferase reporter luminescence; inhibition, % at 5 µM;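 active = inhibition above about 55%, limit read from the data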;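 also: 0% = DMSO-treated cells and 100% = wells with medium but no cells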
Mdm2-MdmX inh = disrupts the human Mdm2-MdmX interaction; 330,000 compounds, 3% hits; inhibition, % at 8 µM; O15151+Q00987; SaOS-2 split-luciferase Mdm2/MdmX complementation, luminescence; AID 485346;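 active = inhibition of at least 50% at 8 µM in the primary screen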
697 NFkB inh = lowers PMA/ionomycin-induced NF-kB signal in 697 B cells; 330,000 compounds, 0.33% hits; inhibition, % at 4 µM; 697 B-cell NF-kB luciferase reporter, 16 h; in the data active = inhibition above about 35%
XBP1 UPR activ = adaptive UPR (XBP1) activation; AID 463104; activation, % at 20 µM; 330,000 compounds, 0.33% hits; CHO-XBP1 luciferase reporter, IRE1-XBP1 UPR activation, luminescence; percent of tunicamycin response, DMSO as zero;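 active = versus positive control, 20 µM dose yields 30% or more activation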;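 also: 100% = tunicamycin at 10 µg/mL and 0% = DMSO only wells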
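Material: CHO-XBP1 cells stably carrying IRE1-XBP1-driven luciferase reporter / Amount: 1000 cells per well / Compound: 20 µM, 1% DMSO / Times: 6 h treatment, 37 °C / Detection: luciferase luminescence / Measure: % activation of reporter signal versus tunicamycin and DMSO controls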
CXCR6 block = CXCR6 (human) receptor inhibition; O00574; CHO-K1 PathHunter CXCR6 beta-arrestin, luminescence; inhibition, % at 20 µM; 360,000 compounds, 0.36% hits; AID 602244; in the data active = inhibition above about 34%, passing the limit was not always enough;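 also: antagonist mode with CXCL16 agonist at 10 nM final; 0% = 10 nM CXCL16 with DMSO and 100% = unstimulated wells without agonist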
Target sequence (O00574 whole entry, looked up): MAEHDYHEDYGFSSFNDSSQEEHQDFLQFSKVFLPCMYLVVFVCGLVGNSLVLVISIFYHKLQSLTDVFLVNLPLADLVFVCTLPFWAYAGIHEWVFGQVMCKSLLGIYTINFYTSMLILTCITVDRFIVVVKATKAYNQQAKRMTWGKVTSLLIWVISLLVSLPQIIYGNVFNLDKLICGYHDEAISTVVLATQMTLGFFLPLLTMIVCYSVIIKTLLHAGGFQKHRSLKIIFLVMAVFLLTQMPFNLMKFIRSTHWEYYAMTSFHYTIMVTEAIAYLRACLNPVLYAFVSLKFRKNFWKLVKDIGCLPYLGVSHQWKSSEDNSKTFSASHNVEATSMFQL
EBI2 antag = EBI2 (human) antagonism; P32249; 360,000 compounds, 0.81% hits; AID 651636; EBI2 beta-arrestin recruitment, luminescence, 7a,25-OHC stimulated; inhibition, % at 5 µM; in the data active = inhibition above about 38%;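 also: enzyme fragment complementation signal reports receptor beta-arrestin coupling in cells; 0% = agonist plus DMSO wells and 100% = wells without agonist; some results beyond the cut were filed as inactive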
Starred values were filed as active, the others as inactive; . = not tested or not shown.

SMILES	Jurkat NFkB inh	UPR CHOP act	CCR6 antag	Gli-Sufu block	Mdm2-MdmX inh	697 NFkB inh	XBP1 UPR activ	CXCR6 block	EBI2 antag
Cc1ccc2c(c1)C(c1ccccc1)N(C(=O)c1ccccc1)CC(=O)N2 (configuration not stated)	-4	1.5	0	32	0	-2	-6	-6	17
Cc1ccc(NC(=O)c2ccc(Cn3cc(Br)cn3)o2)cc1	12	0.8	9	-6	24	6	0	-14	7
S=c1[nH]nc(CN2CCCC2)n1Cc1ccccc1	-29	-2.5	-4	-14	2	-7	-3	-1	-1
OCCn1c(CSc2nc3ccccc3n2CCO)nc2ccccc21	9	0.9	20	13	6	9	-1	2	-2
O=C(NCCc1ccc(F)cc1)NC12CC3CC(CC(C3)C1)C2	-145	4.0	3	-121	-103	-125	1	7	13
CCN(CC1CCCO1)C(=O)c1cc(COc2ccc(OC)cc2Cl)on1 (configuration not stated)	-15	0.9	21	-7	20	-17	-3	-2	5
Cc1onc(-c2c(F)cccc2Cl)c1C(=O)OCC(=O)NC(N)=O	1	-0.6	-2	-1	17	4	-4	-3	7
CCC(NC(=O)COc1ccc([N+](=O)[O-])cc1)c1ccccc1 (configuration not stated)	4	1.2	.	.	-16	17	-2	.	.
Cc1ccc(-n2nnnc2CS(=O)(=O)c2ccccc2)c(C)c1	4	0.5	3	-2	22	-2	-2	0	1
CC(=O)C(Cc1ccccc1)NC(=O)CN(C)Cc1ccccc1Cl (configuration not stated)	-36	-1.6	17	10	-25	-18	6	0	5
CN(C(=O)COC(=O)c1cc2c(s1)CCCCC2)C1CCS(=O)(=O)C1 (configuration not stated)	10	1.0	8	-16	23	2	-2	5	-9
O=C(NCCc1ccc(Cl)cc1)C1CCC(=O)N1Cc1ccc(F)cc1 (configuration not stated)	-1	1.8	0	6	33	10	2	9	-3
COc1ccc(Nc2nnc(-c3ccccc3)c3ccccc23)cc1C(=O)N1CCCCC1	-2	2.2	14	22	25	0	2	1	-5
Cc1cc(C(=O)NC(C)CCc2ccccc2)ccc1[N+](=O)[O-] (configuration not stated)	-13	-1.0	0	3	13	-3	-1	-8	12
N#Cc1c(-c2ccccc2)cc(-c2ccccc2)nc1SCCC(=O)O	-2	-3.7	8	4	41	-5	-2	-18	1
CCOc1ccc(NC(=O)C2Cc3ccccc3CN2S(=O)(=O)CC)cc1 (configuration not stated)	-16	6.9	10	-6	-38	-54	0	1	2
Cc1ccc([N+](=O)[O-])cc1NC(=O)C[n+]1ccccc1	-11	-0.1	1	-2	13	2	-5	4	5
O=[N+]([O-])c1cccc(/C=C/c2nc(C=Nc3ccc4ccccc4c3)c(O)o2)c1	-1	-2.3	13	0	27	-2	1	0	-6
CC(C)CNC(=O)COC(=O)CCC(=O)c1ccc(Cl)cc1	3	1.3	11	-38	15	15	1	-2	-2
CCCCN(C(=O)C1CCN(C(=O)c2ccccc2C)CC1)c1c(N)n(CCC)c(=O)[nH]c1=O	14	2.0	-2	12	21	8	-4	2	-8
COCCCNC(=O)CNC(=O)c1nn(-c2ccc(OC)cc2OC)c(=O)c2ccccc12	-9	-0.7	-2	3	12	-1	1	-3	7
O=C(NC1CCCCC1)C(c1ccc(F)cc1)N(Cc1ccco1)C(=O)Cn1nnc2ccccc21 (configuration not stated)	5	0.3	18	8	0	8	0	20	5
CC(C)(C)OC(=O)NCCCC[C@H](NC(=O)c1nc[nH]c1C(=O)N[C@@H](CCCCNC(=O)OC(C)(C)C)C(=O)OC(C)(C)C)C(=O)OC(C)(C)C	12	4.3	16	13	21	26	-3	-1	-10
O=C(Oc1ccc2ccccc2c1Cl)N1CCCC1	-154	7.5	8	-99	-133	-386	0	-4	10
CCCc1nc2oc3ccccc3c(=O)c2c(=O)n1-c1ccc(C)cc1	-159	4.5	7	-5	-170	-83	-1	-3	-10
C[C@H](CO)N1C[C@H](C)[C@@H](CN(C)C(=O)Nc2ccc3c(c2)OCO3)Oc2ccc(NS(=O)(=O)c3cn(C)cn3)cc2C1=O	13	1.5	3	10	2	6	-1	-3	9
Cc1ccc(OCC(=O)N(Cc2ccc(N(C)C)cc2)C2CCS(=O)(=O)C2)cc1C (configuration not stated)	-8	-2.3	2	2	7	-2	0	2	7
N#Cc1ccccc1OCC(=O)OCC(=O)NC1CCS(=O)(=O)C1 (configuration not stated)	-8	0.3	16	0	-4	13	-2	0	-2
COc1ccc(-n2c(C)cc(/C=C3/SC(=O)N(CC(=O)N4CCOCC4)C3=O)c2C)cc1	41	6.1	8	2	-32	-67	-1	-2	5
O=C(Cn1nnc(-c2ccccc2)n1)NNC(=O)c1cccc([N+](=O)[O-])c1	7	0.4	1	15	-7	10	-6	2	2
O=C(N/N=C/c1cc2c(cc1[N+](=O)[O-])OCO2)c1cccnc1	0	0.2	7	1	21	1	1	-7	-10
COc1ccc(C(=O)Oc2ccc(/C=N/NC(=O)c3ccccc3OC)cc2[N+](=O)[O-])cc1	11	8.2	-3	-11	0	-14	4	4	-59
Cc1noc(NS(=O)(=O)c2ccc(NC(=O)COc3ccc(Cl)cc3Cl)cc2)c1C	2	-0.9	-5	2	7	7	0	4	5
O=C1CNC(=O)/C1=C\c1ccc(O)cc1	0	-0.9	-1	-4	14	14	-2	9	2
O=C(CO/N=C/c1ccc(Cl)cc1Cl)NNC(=O)c1cccc(Cl)c1	-29	1.6	-1	0	-3	5	-1	-7	-1
CCc1c(C)sc(NC(=S)Nc2nc(C)cc(C)n2)c1C(=O)OC	-6	1.2	3	16	3	-19	-2	-13	19
Cc1cc(C)n(S(=O)(=O)c2ccc(C)c(C)c2)n1	2	2.4	14	-19	-31	-1	-3	-2	4
Cc1[nH]n(-c2ncc(-c3ccccc3)s2)c(=O)c1C(c1ccc(Cl)cc1)C(C#N)C#N (configuration not stated)	-2	0.2	32	3	-41	-4	-3	18	20
Cn1c(=O)oc2cc(S(=O)(=O)N3CCN(C(=O)c4ccco4)CC3)ccc21	-4	-2.3	0	5	14	7	-1	-2	12
Cc1ccc(C(=O)N2CCN(c3ccc(NC(=O)c4cc(C)cc(C)c4)cc3)CC2)cc1	8	-2.7	19	11	21	-36	-2	4	10
O=C(CN(C1CCCCC1)S(=O)(=O)c1ccc(Cl)cc1)NCCCO	4	-1.1	8	1	-17	-12	-1	3	-14
NC(C(=O)O)C1CC(Cl)=NO1 (configuration not stated)	6	-0.4	.	.	16	17	-5	.	.
C=CCn1c(SCC(=O)c2c(N)n(C3CC3)c(=O)[nH]c2=O)nnc1-c1ccccc1OC	-5	2.6	16	-7	-10	6	-1	1	-7
CCCc1[nH]c(=O)c(C#N)c2c1CCCC2	9	-1.7	-5	-3	8	11	0	3	6
COc1ccc(/C=N/NC(=O)c2cc(-c3cccc(C)c3)nc3ccccc23)cc1O	-1	6.3	0	-9	35	-8	4	19	1
COc1ccc(OC)c(C2=CC(=O)C[C@H](c3ccc4c(c3)OCO4)C2)c1	38	4.3	2	-6	46	-66	0	7	-8
COc1ccc(N2C(S)=C(C#N)C(=O)NC2c2ccco2)cc1 (configuration not stated)	10	1.0	7	35	2	13	-3	2	-1
O=C(CN(Cc1ccccc1)S(=O)(=O)c1ccccc1)N/N=C/c1ccc2c(c1)OCO2	2	7.9	0	1	24	14	-2	1	12

The final five entries of the part before lead into the next:
SMILES	Jurkat NFkB inh	UPR CHOP act	CCR6 antag	Gli-Sufu block	Mdm2-MdmX inh	697 NFkB inh	XBP1 UPR activ	CXCR6 block	EBI2 antag
CCCc1[nH]c(=O)c(C#N)c2c1CCCC2	9	-1.7	-5	-3	8	11	0	3	6
COc1ccc(/C=N/NC(=O)c2cc(-c3cccc(C)c3)nc3ccccc23)cc1O	-1	6.3	0	-9	35	-8	4	19	1
COc1ccc(OC)c(C2=CC(=O)C[C@H](c3ccc4c(c3)OCO4)C2)c1	38	4.3	2	-6	46	-66	0	7	-8
COc1ccc(N2C(S)=C(C#N)C(=O)NC2c2ccco2)cc1 (configuration not stated)	10	1.0	7	35	2	13	-3	2	-1
O=C(CN(Cc1ccccc1)S(=O)(=O)c1ccccc1)N/N=C/c1ccc2c(c1)OCO2	2	7.9	0	1	24	14	-2	1	12
COc1ccc(-c2nc(SCc3ccccc3)n(S(C)(=O)=O)n2)cc1	-19	1.4	7	-31	-23	-52	2	11	10
N#Cc1c(N)nc(-c2ccccc2)nc1-c1ccccc1	1	0.0	17	-1	56*	14	5	-7	3
COC(=O)[C@@H](Cc1c[nH]c2ccccc12)NCc1cccc(B(O)O)c1	.	.	-6	-4	.	.	.	2	-7
CC(c1ccccc1)N(C)C(=O)CSc1nnc(C2CC2)n1C1CC1 (configuration not stated)	8	-1.3	2	-3	5	14	-1	8	-7
O=[N+]([O-])c1ccc(S(=O)(=O)Nc2nnc(C(F)(F)F)s2)cc1	-7	0.2	-11	-3	7	2	-6	-2	5
Cc1cccc(N/N=C(\C#N)S(=O)(=O)C(C)(C)C)c1	.	.	11	1	.	.	.	6	-2
COc1ccc(S(=O)(=O)NC(CC(=O)NC2CCCC2)c2ccco2)cc1 (configuration not stated)	17	-2.0	11	-1	7	16	0	-20	-16
CCOc1ncccc1C(=O)N1CCN(S(=O)(=O)c2ccc(Br)cc2Cl)CC1	2	0.4	14	0	-9	8	3	0	0
N#Cc1ccccc1NC(=O)COC(=O)c1ccc2c(c1)OCO2	13	-0.3	2	1	-38	6	0	-3	0
COc1ccc(C(=O)NCC(=O)OCC(=O)NC2CCCC2)cc1	-12	0.1	17	0	15	-4	-1	-1	-1
COCCCNC(=O)Cn1c(=O)n(CC(=O)N2CCCCC2)c(=O)c2sccc21	3	-0.3	11	5	11	2	-2	5	2
Cc1cccc(C)c1OCc1n[nH]c(=S)n1-c1ccccc1	9	0.5	0	-7	-15	7	3	-7	10
CCCCN(CC)CCNC(=O)c1[nH]c(C)c(C(C)=O)c1C	-10	0.4	-6	12	-8	2	-1	6	-4
C=CCc1cccc(C=Nc2cc(Br)ccc2O)c1O	25	3.2	-10	12	13	5	4	-8	-5
CCOC(=O)c1c(C)[nH]c(C)c1C(=O)CSc1nnnn1-c1ccccc1	3	2.5	4	6	-27	8	1	-8	6
N#CCC(=O)Nc1ccc(C(=O)OCC(=O)c2ccc3c(c2)OCO3)cc1	-33	3.5	4	-8	-65	10	6	-4	5
Cc1nc2cc(Cl)ccc2c(=O)n1Cc1ccncc1	-9	1.8	-2	3	19	17	-3	-2	1
N#C/C(=C(/O)COC(=O)COc1ccc(Cl)cc1)c1nc2ccccc2[nH]1	15	-0.4	27	3	22	-2	-4	14	6
CC(C)OC(=O)Nc1ccc2c(c1)N(C(=O)CCN1CCOCC1)c1ccccc1CC2	-14	-2.6	-6	-6	16	8	0	-2	10
Cn1c(CO)cnc1SCC(=O)c1ccc(Cl)cc1	-11	-0.1	4	-12	-7	-3	-4	4	-3

Assay outcomes as filed in PubChem BioAssay.
